# Screens deposited in PubChem by several laboratories.
# XIAP antagonists = small molecules displacing peptide from XIAP – biochemical, IAP family, fluorescence polarization (AID 1018). 200,000 compounds, 0.007% hits. XIAP BIR domain, fluorescence polarization peptide displacement; higher % means a stronger effect. one-dose displacement, % at 20 µM; IC50 in µM for titrated hits; in the data active = displacement above about 50%; also: a part of the inactive calls stands beside numbers as strong as those of hits
# TNAP activators = stimulation of alkaline phosphatase TNAP activity – biochemical, luminescent, no phosphate acceptor, uHTS, primary screen (AID 1001); purified TNAP, luminescent activation assay, no phosphate acceptor; higher activation fold means a stronger effect; activation fold at 20 µM, or EC50 in µM where a hit was titrated; 200,000 compounds, 0.03% hits; in the data active = activation fold from about 3, or a potency from the dose series; inactive = the rest, 99 in 100 with activation fold below about 1.6; also: many of its hits are not listed in these tables
# P. falciparum M1AAP = malaria alanyl aminopeptidase activity blockers – biochemical, fluorogenic H-Leu-NHMec substrate, 1536-well (AID 1445); 220,000 compounds, 0.42% hits; recombinant M1AAP, H-Leu-NHMec fluorogenic kinetic assay; higher % means a stronger effect; inhibition, % at 30 µM; hits with a dose series show IC50 in µM;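 active = primary inhibition above the hit cutoff, then over 50% inhibition at one or more dose response concentrations, cut at about 23% in these data, passing the limit was not always enough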;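 also: plate controls were DMSO full reaction for no effect and no enzyme background for full effect; strong numbers were not always called active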
# human PMI inhibitors = MPI inhibition at elevated mannose 6-phosphate – biochemical, fluorescence intensity, high mannose 6-phosphate, primary screen (AID 1220); recombinant PMI enzyme, coupled fluorescence intensity; higher % means a stronger effect; one-dose inhibition, % at 20 µM; IC50 in µM for titrated hits; 190,000 compounds, 0.66% hits
# UTI89 phage lysis = inhibition of K1F phage lysis, E. coli UTI89, bacterial capsule biogenesis inhibitors, alamar blue (AID 488966) | E. coli UTI89 K1F phage lysis, alamar blue, 2 h; higher % means a stronger effect | inhibition, % at 100 µM; hits with a dose series show IC50 in µM | 340,000 compounds, 0.02% hits;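 active = phage lysis inhibition, versus mean bacterial control, above a set limit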;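 also: capsule biogenesis inhibitors block K1F phage lysis so surviving cells raise fluorescence; higher fluorescence means more inhibition of phage lysis; actives were called in the ten point dose series up to 300 µM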
# SIAH1 antagonists = blockers of Siah-1 interaction with plectin peptide – biochemical, fluorescence polarization, rhodamine-plectin, uHTS, primary screen (AID 1817); 290,000 compounds, 0.02% hits; displacement, % at 20 µM, or IC50 in µM where a hit was titrated; Siah-1 / rhodamine-plectin peptide fluorescence polarization; higher % means a stronger effect;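 active = displacement of at least 50% at 20 µM, with a fluorescence ratio check between 0.3 and a set limit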;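 also: plate controls were Siah plus tracer with DMSO for no effect and tracer alone without Siah for full effect; strong numbers were not always called active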
# P. falciparum M17LAP = P. falciparum M17LAP inhibitors, primary screen, biochemical, fluorogenic H-Leu-NHMec substrate, 1536-well (AID 1619). recombinant M17LAP, H-Leu-NHMec fluorogenic kinetic assay; higher % means a stronger effect. inhibition, % at 30 µM; hits with a dose series show IC50 in µM. 220,000 compounds, 0.38% hits;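 active = compound inhibiting the enzyme by more than half at any dose during confirmatory dose-response retesting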;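 also: plate controls were full reaction with DMSO carrier for no effect and no enzyme background for full effect; strong numbers were not always called active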
# human PMI inhibition = inhibitors of human PMI, primary screen, biochemical, fluorescence intensity, coupled assay (AID 1209) | 190,000 compounds, 0.42% hits | purified PMI enzyme, coupled fluorescence intensity; higher % means a stronger effect | inhibition, % at 20 µM; hits with a dose series show IC50 in µM;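 also: plate controls were DMSO vehicle for no effect and wells lacking substrate for full effect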
# Hep lipid drop = modulators of hepatic lipid droplet formation | AML12 mouse hepatocytes, oleate lipid droplets, BODIPY imaging | 240,000 compounds, 0.4% hits | inhibition, % at 6.5 µM;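 active = lipid droplet intensity inhibited by at least 50%, with more than 500 cells counted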
#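 Technique: fluorescence imaging, 20x objective, two fields per well / Assay system: AML12 hepatocytes (mouse) / Measure: % inhibition of lipid droplet signal / Doses: 6.5 µM single-point dosing / Incubation: overnight exposure / Reagent: 100 µM oleic acid challenge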
# Hep lipid drop cells 6.5 µM = second read-out of Hep lipid drop, no call of its own (marks repeat the call); cell count; measured here: cell count, cytotoxicity flag;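 cells counted across two imaged fields per well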
# * marks the source's active call; other numbers are inactive results; / = not tested or not shown; [ ] = another dose, or the depositor's remark. Rule as the data show it, unless noted: active = inhibition above about 50%; inactive = the rest.
SMILES,XIAP antagonists,TNAP activators,P. falciparum M1AAP,human PMI inhibitors,UTI89 phage lysis,SIAH1 antagonists,P. falciparum M17LAP,human PMI inhibition,Hep lipid drop,Hep lipid drop cells 6.5 µM
CCOC(=O)c1c(C(F)(F)C(F)(F)C(F)(F)C(F)(F)F)n[nH]c1C,-5.6%,0.9,-3%,9%,-0.2%,-3%,-1%,19%,17,785
CC(C)OCCCNC(=O)c1cccc(NC(=O)c2ccccc2)c1,-6.0%,1.1,4%,-15%,0.1%,1%,10%,-10%,30,682
CCOC(=O)CCn1nc(-c2ccc(C)cc2)c2ccccc2c1=O,14%,1,1%,2%,-0.1%,0%,14%,7%,4,721
COc1ccc(C2=NN(C3=NN=C(N)Cc4ncnn43)C(O)(C(F)(F)F)C2)cc1 (stereo not given),-8.2%,2.7,0%,24%,0.2%,1%,30%,21%,29,733
CC(=O)Nc1ccc(S(=O)(=O)N2CCN(S(=O)(=O)N3CCCCC3)CC2)cc1,-5.3%,1,4%,-10%,-0.3%,2%,6%,-17%,2,698
Cc1ccc(N2CC(C(=O)Nc3cc(C)ccc3F)CC2=O)cc1 (stereo not given),-3.8%,1.1,0%,6%,1.8%,3%,14%,10%,-15,727
O=C(O)C1C2C=CC(C3CC23)C1C(=O)NCCc1ccccc1 (stereo not given),-1.6%,1.1,2%,5%,1.0%,1%,0%,6%,-8,660
O=C(CCCN1C(=O)CCC1=O)Nc1ccccc1F,-2.6%,1.1,1%,-7%,4.1%,-8%,1%,-1%,0,776
COc1ccc(-c2nnc3sc(COc4ccc(C)cc4)nn23)cc1,-7.1%,1.1,-3%,9%,0.4%,3%,-30%,7%,/,/
CCOC(=O)c1c(NC(=O)CC2SC(N)=NC2=O)sc(C)c1C (stereo not given),-11%,1.2,1%,-2%,0.0%,12%,0%,4%,2,731
O=C(Nc1ccc2c(c1)OCO2)c1c(F)cccc1F,-0.5%,1.1,9%,4%,5.2%,3%,3%,5%,-5,677
CCCCC/C(=N\NC(=O)Nc1ccccc1)c1ccccc1,0.1%,1.1,-1%,13%,0.0%,2%,15%,6%,-21,725
N[C@@H](Cc1ccc(O)cc1)c1nnc([C@H](CC(=O)O)NC(=O)C2CCNCC2)o1,-2.2%,0.9,-7%,-9%,2.2%,1%,-5%,-8%,-2,719
O=C(Nc1ccc(S(=O)(=O)N2CCC(C(=O)NC3CCCCC3)CC2)cc1)c1ccco1,-20%,1.1,14%,5%,0.4%,8%,8%,11%,12,799
CCCOc1ccc(S(=O)(=O)NCc2ccc(OC)cc2)cc1,-6.9%,1.1,1%,12%,-0.4%,-8%,-4%,3%,/,/
Cc1cc(NC(=O)c2ccccc2)sc1C,-1.6%,1.1,-2%,2%,-7.2%,-6%,10%,5%,5,743
CCCOc1cc(N(CC)CC)ccc1/C=C(/C#N)c1nc2ccc(C)cc2[nH]1,3.3%,0.6,7%,6%,-0.2%,1%,0%,-7%,/,/
COc1ccc(CCNC(=O)C2CCN(S(=O)(=O)c3cnc[nH]3)CC2)cc1OC,-3.4%,1.1,7%,7%,1.9%,-1%,-4%,13%,0,774
COC(=O)c1ccc(OCC(O)CN2CCC(C)CC2)cc1 (stereo not given),-4.2%,1.1,-3%,16%,-5.6%,3%,-17%,11%,/,/
COc1ccc2c(C)nc(Nc3nc(C)cc(C)n3)nc2c1,-4.5%,1.1,8%,1%,0.4%,3%,4%,0%,-20,787
O=C(c1ccco1)N1CCN(C(=O)c2ccccc2Oc2ccccc2)CC1,-2.6%,1,4%,-7%,0.2%,-4%,-5%,-1%,-22,725
CC(C(=O)Nc1nc2ccccc2s1)n1cc([N+](=O)[O-])cn1 (stereo not given),-5.4%,1.1,-1%,14%,0.5%,16%,1%,12%,-2,715
Brc1ccc(CNc2cc3c(cc2Br)OCCO3)cc1,-9.0%,1.1,1%,6%,0.1%,2%,4%,-8%,3,657
CSc1cc(/C=N/O)c(SC)s1,8.8%,0.9,1%,11%,-0.6%,-6%,20%,14%,-2,745
COc1ccc(CN(C)CC(=O)NC(C)c2ccccc2)cc1OC (stereo not given),-3.9%,1.1,4%,-6%,0.1%,2%,-12%,-6%,-3,772
COc1ccc(CCNCCC(=O)Nc2c(C)cc(C)cc2C)cc1OC,-5.5%,0.9,2%,-2%,0.6%[50 µM],-5%,-13%,-1%,-2,609
CS(=O)(=O)N(CCc1ccccc1)CC(=O)NCc1cccnc1,-1.7%,1,6%,-3%,0.8%,-3%,-1%,-5%,-2,703
COC(=O)c1ccccc1NC(=O)C(=O)NCc1ccncc1,-4.6%,1.1,2%,-12%,0.2%,0%,-1%,-4%,0,624
CCOC(=O)c1cc(OC(=O)c2cccs2)n(-c2ccccc2)n1,-4.9%,1.1,-3%,3%,3.4%,-2%,10%,13%,1,751
C/C(CCC(=O)OC[C@H]1O[C@H](C#Cc2ccccc2)C=C[C@@H]1Oc1ccc(C)cc1)=N\O[C@@H](C)CN1CCCCc2nc(C)c(C)cc21,-2.8%,1,3%,10%,/,1%,3%,5%,-15,728
CCCCN1C(=S)NC[C@@H]1Cc1ccccc1,-3.6%,1,1%,-6%,-0.8%,0%,-2%,-1%,-10,712
Cc1cc(O)cc(O)c1C(=O)Cc1cscn1,-2.1%,1.1,3%,18%,2.7%[50 µM],-4%,25%,15%,/,/
CCN1C(=O)/C(=C2/Sc3ccc(OC)cc3N2C)SC1=Nc1ccc(OC)cc1,-8.6%,1,3%,28%,-0.4%,4%,5%,6%,15,693
CCN(CC)C(=O)CSc1nc2ccc(NC(=O)CSc3nccn3C)cc2s1,-5.2%,1.1,1%,15%,-0.1%,44%,-10%,2%,-28,740
CC(=O)c1ccc(N2CCN(C(=O)C3CCC3)CC2)cc1,-4.9%,1,22%,-4%,2.5%,-2%,12%,0%,-2,676
O=c1c2ccccc2nc(-c2ccc([N+](=O)[O-])cc2)n1O,-4.8%,1.1,0%,-22%,-0.3%,-2%,-2%,-13%,2,672
CCCc1nnc(NC(=O)OCC)s1,1.7%,0.8,-1%,-4%,-1.0%,-1%,-2%,2%,12,707
COc1cc(N2C(=O)C=CC2=O)c(OC)cc1Cl,/,/,-2%,/,-1.4%,2%,0%,/,8,726
O=C(N/N=C/c1ccc2c(c1)OCO2)c1ccc2ccccc2n1,-1.9%,1.2,20%,9%,0.2%,14%,3%,-3%,3,713
COc1ncnc2c1NC1=C(S2)C(=NCCC(=O)O)CC(C)(C)C1,29%,1.6,-6%,-14%,0.7%,-1%,14%,35%,/,/
COC(=O)CSc1nc2ccc(NC(=O)c3ccccc3C(=O)N3CCOCC3)cc2s1,-9.0%,1.2,2%,17%,2.0%,-2%,4%,24%,-3,693
CCC(=O)NC(=S)Nc1ccccc1F,-7.5%,1.1,-12%,-2%,2.5%,-4%,6%,4%,/,/
Cc1ccc(C)c(N2CCN(C(=O)C3CCCN(S(=O)(=O)c4c(C)[nH]c(=O)[nH]c4=O)C3)CC2)c1 (stereo not given),-3.8%,1.2,9%,-4%,0.1%,1%,11%,2%,/,/
O=C(Cc1cccc2ccccc12)N/N=C1\CCCc2ccccc21,-3.4%,1.1,-1%,8%,2.2%,-2%,-2%,8%,-1,854
COc1ccc(C2/C=C\CN(S(=O)(=O)c3ccc(C)cc3)CC(=O)N2Cc2ccc(F)cc2)cc1 (stereo not given),/,/,-1%,/,-0.6%,4%,-8%,/,-2,686
c1ccc(CNc2ccc3c(c2)ncn3C2CCCCC2)nc1,0.0%,0.9,8%,7%,4.5%,1%,10%,12%,-4,642
CCCn1c(SCC(=O)Nc2nonc2C)nnc1-c1ccoc1C,-0.2%,1.1,-3%,-2%,6.5%,6%,-6%,4%,3,803
CSc1nc2ccc(NC(=O)C3=NNC(=O)CC3)cc2s1,-6.9%,1.1,6%,7%,0.6%,12%,10%,-16%,-1,670
CCC(C)c1ccc(NC(=O)COc2c(F)c(F)c(C(F)(F)F)c(F)c2F)cc1 (stereo not given),-0.2%,1.1,0%,13%,-0.1%[50 µM],8%,0%,24%,2,657
CCN(CC)CCOC(=O)/C=C/c1ccccc1OC,-4.8%,1.1,7%,-4%,0.3%,-2%,-5%,-6%,31,655
c1ccc(CSc2nnc(-c3cccs3)n2Cc2ccco2)cc1,-4.2%,1.1,10%,-5%,1.2%,-2%,13%,-4%,-55,725
CC(C)(C)NC(=O)NC(=O)COC(=O)Cn1c(C(F)(F)F)nc2ccccc21,-4.6%,0.9,1%,1%,1.6%,-1%,-10%,5%,-7,812
O=C(NC1CCCC1)C(c1ccc(F)cc1)N(Cc1ccc(F)cc1)C(=O)CCl (stereo not given),-1.4%,1,-7%,-7%,0.1%,3%,2%,-2%,9,652
O=C1NC(c2cccs2)C(C(=O)c2ccccc2)C(O)(C(F)(F)F)N1 (stereo not given),-7.5%,1,1%,2%,0.2%,2%,-1%,0%,/,/
COC(=O)C1=NN(c2ccc(Cl)cc2)C2C(=O)N(c3ccccc3OC)C(=O)C12 (stereo not given),3.1%,1.2,11%,-6%,1.0%[50 µM],6%,5%,-1%,4,691
CC(C)(C)c1ccc(S(=O)(=O)NNC(=O)C2CCN(Cc3cccc(F)c3)CC2)cc1,-16%,1,7%,9%,-0.1%,0%,1%,4%,13,663
CCOC(=O)CCCCNC(=O)Nc1ccccc1,-7.0%,1.1,-1%,-11%,0.0%,-1%,-4%,-12%,15,706
CCOc1ccc(NS(=O)(=O)c2ccc(NC(=S)NC(=O)C(C)C)cc2)cc1,-4.7%,1,10%,14%,0.1%,8%,8%,24%,-5,732
COC(=O)c1cc(-c2ccc(Cl)cc2)n(-c2ccc(S(N)(=O)=O)cc2)n1,-7.0%,1,-4%,8%,0.0%,11%,-4%,0%,0,715
COc1ccc(-n2nc(C(=O)NCC(=O)NCc3ccc(F)cc3)c3ccccc3c2=O)c(OC)c1,-3.7%,1.1,5%,-9%,4.6%,-1%,4%,-3%,/,/
CCOC(=O)C(C)c1n[nH]c(=O)c2ccccc12 (stereo not given),-1.9%,1.1,-1%,15%,0.3%,5%,1%,13%,11,698

# Sorted by heavy-atom count (ascending): some entries from above.
SMILES,XIAP antagonists,TNAP activators,P. falciparum M1AAP,human PMI inhibitors,UTI89 phage lysis,SIAH1 antagonists,P. falciparum M17LAP,human PMI inhibition,Hep lipid drop,Hep lipid drop cells 6.5 µM
c1ccc(CNc2ccc3c(c2)ncn3C2CCCCC2)nc1,0.0%,0.9,8%,7%,4.5%,1%,10%,12%,-4,642
c1ccc(CSc2nnc(-c3cccs3)n2Cc2ccco2)cc1,-4.2%,1.1,10%,-5%,1.2%,-2%,13%,-4%,-55,725
CCOc1ccc(NS(=O)(=O)c2ccc(NC(=S)NC(=O)C(C)C)cc2)cc1,-4.7%,1,10%,14%,0.1%,8%,8%,24%,-5,732
